D2 potentiator = HTS Assay for Positive Allosteric Modulators of the Human D2 Dopamine Receptor: Primary Screen for Potentiators. HEK293 T-REx D2, calcium flux, EC20 dopamine potentiation. AID 485347, 2010. 0.34% of 340,000 active. potentiation, % at 10 µM;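 active means potentiation over 3 SD above the plate norm, cut at about 30% in these data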; further: 0% is about no effect
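Using a no-wash calcium dye in inducible, force-coupled HEK293 Trex cells expressing D2, we tracked fluorescence each second for 180 s after compound, then for 180 s after EC20 dopamine to detect augmented signalling.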
D1 ag = Allosteric Agonists of the Human D1 Dopamine Receptor: qHTS; D(1A) dopamine receptor (Homo sapiens), P21728; HEK293 T-REx D1 cells, calcium flux, agonist mode; activation, % at 2 µM; 1% of 360,000 active; AID 504660, 2011; in the data active means activation above about 30%; further: 0% is about no effect
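Inducible HEK293 T-REx D1 cells, force-coupled to calcium signalling, were plated at 4000 cells/well with tetracycline and held overnight at 30 C. After no-wash calcium dye loading, compound-evoked calcium rise over 180 s flagged agonists.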
D1 potentiator = Potentiators of Human D1 Dopamine Receptor: qHTS; 0.036% of 360,000 active; D(1A) dopamine receptor (Homo sapiens), P21728; potentiation, % at 10 µM; HEK293 TREx D1 cells, calcium flux, dopamine EC20 potentiation; in the data active means potentiation above about 30%; further: 0% is about no effect
TRHR PAM = qHTS for Small Molecule Agonists and Allosteric Enhancers of Human TRH Receptor: Primary Screen for Enhancers | Thyrotropin-releasing hormone receptor (Homo sapiens), P34981 | TRHR cells, fluo-8 calcium fluorescence, EC20 TRH enhancement | enhancement, % at 2 µM | 0.66% of 360,000 active | AID 493056, 2011; in the data active means enhancement above about 30%; further: 0% is about no effect
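Enhancer read-out: after compound pinning and an initial kinetic agonist-mode read, an EC20 of TRH (10 nM final) was injected and fluo-8 calcium signal (Ex 480/Em 530) followed at 1 s/cycle for 100 cycles in TRHR-expressing cells.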
TRHR agonist = qHTS for Small Molecule Agonists and Allosteric Enhancers of Human TRH Receptor: Primary Screen for Agonists; Thyrotropin-releasing hormone receptor (Homo sapiens), P34981; 0.18% of 360,000 active; activation, % at 2 µM; TRHR cells, calcium flux fluo-8, FDSS agonist mode; in the data active means activation above about 30%; further: 0% is about no effect
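TRHR-expressing cells loaded with fluo-8 calcium dye; 23 nL library compound pin-transferred, kinetic FDSS fluorescence (Ex 480/Em 530) recorded about 180 s for agonist-induced calcium release, before a 10 nM TRH EC20 addition for potentiator mode.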
RXFP1 agonist = qHTS Assay for Agonists of the Relaxin Receptor RXFP1 | Relaxin receptor 1 (Homo sapiens), Q9HBX9 | HEK293T-RXFP1 cAMP TR-FRET, 30 min; response scale: percent of porcine relaxin response, buffer zero | Potency, µM (highest dose often 57.5 µM), inactives show at the highest dose activation, most hits filed as activators | 0.3% of 370,000 active | AID 2676, 2010; further: potency means the concentration at half of the fitted maximal effect; on the % scale 0 is the no-effect control and ±100 the full control effect; nearly all actives have a fitted effect of over 60% in size; many of its hits are not listed in these tables
Target sequence (Q9HBX9 whole entry, looked up): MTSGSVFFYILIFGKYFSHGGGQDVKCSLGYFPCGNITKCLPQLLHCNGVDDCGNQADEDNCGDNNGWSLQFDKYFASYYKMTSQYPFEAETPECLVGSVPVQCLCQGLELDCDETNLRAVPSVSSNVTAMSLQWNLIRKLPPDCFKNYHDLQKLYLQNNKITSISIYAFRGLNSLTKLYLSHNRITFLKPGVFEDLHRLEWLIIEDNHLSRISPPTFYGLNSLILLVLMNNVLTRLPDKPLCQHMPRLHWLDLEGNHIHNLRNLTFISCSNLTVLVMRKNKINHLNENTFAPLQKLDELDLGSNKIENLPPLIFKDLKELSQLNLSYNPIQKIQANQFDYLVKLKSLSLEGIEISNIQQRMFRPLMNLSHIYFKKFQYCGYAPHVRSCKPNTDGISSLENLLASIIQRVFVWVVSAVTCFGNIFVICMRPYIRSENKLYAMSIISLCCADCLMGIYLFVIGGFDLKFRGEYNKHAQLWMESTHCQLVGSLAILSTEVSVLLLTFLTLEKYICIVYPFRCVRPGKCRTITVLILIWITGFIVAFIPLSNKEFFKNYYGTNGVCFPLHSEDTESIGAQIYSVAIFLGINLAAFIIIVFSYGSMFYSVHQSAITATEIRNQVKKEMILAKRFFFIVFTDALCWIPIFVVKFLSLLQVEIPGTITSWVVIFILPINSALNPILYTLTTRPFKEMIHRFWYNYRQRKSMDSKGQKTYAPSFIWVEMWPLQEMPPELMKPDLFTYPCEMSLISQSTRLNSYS
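HEK293T cells stably expressing RXFP1 were pretreated with the PDE4 inhibitor Ro 20174, exposed to compounds for 30 min at 37C, lysed, and cAMP was read by TR-FRET. Data normalized to buffer (basal) and 29 nM porcine relaxin (100%).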
Anesthetic bind = qHTS Assay for Identification of Novel General Anesthetics | Potency, µM (titrated, usually from 77.5 µM), inactives show top-dose activity change, negative = displacement, hits mostly inhibitors | AID 485281, 2010 | 0.074% of 350,000 active | apoferritin/1-aminoanthracene competitive binding, fluorescence; further: potency means the concentration at half of the fitted maximal effect; on the % scale 0 is the no-effect control and ±100 the full control effect; nearly all actives have a fitted effect of over 20% in size
Target sequence (P02791 2-175 limits assumed): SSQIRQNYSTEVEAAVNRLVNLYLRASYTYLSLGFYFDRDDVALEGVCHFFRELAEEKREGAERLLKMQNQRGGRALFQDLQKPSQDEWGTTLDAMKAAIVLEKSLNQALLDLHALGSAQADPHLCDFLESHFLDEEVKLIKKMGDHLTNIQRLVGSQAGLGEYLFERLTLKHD
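10 uM apoferritin + 50% sat. 1-AMA, PBS; cpd 10 min RT; Ex380/Em535 endpoint; normalized to free probe vs complex; 4-param Hill fit; propofol titration as pos. ctrl.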
D1 antag = Antagonist of Human D 1 Dopamine Receptor: qHTS; D(1A) dopamine receptor (Homo sapiens), P21728; HEK293 TREx D1 cells, calcium flux, dopamine EC80; active compounds read low; activity change, negative = inhibition, % at 10 µM; 3.2% of 360,000 active; in the data active means activity change below about -30%; further: on the % scale 0 is the no-effect control and ±100 the full control effect
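After overnight tetracycline induction at 30 C, force-coupled D1 HEK293 cells took up a no-wash calcium dye at room temperature. Compounds were added and monitored 180 s, and the response to EC80 dopamine was then recorded.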
RXFP1 antag = qHTS Assay for Antagonists of the Relaxin Receptor RXFP1. HEK293-RXFP1, relaxin-stimulated cAMP HTRF, 30 min; active compounds read low. 0.59% of 350,000 active. activity change, negative = inhibition, % at 57.5 µM;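 active means activity change of -60% or lower, but not beyond a set lower limit; inconclusive means change between -60% and -40%, or beyond the set limit; inactive means change above -40%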; further: on the % scale 0 is the no-effect control and ±100 the full control effect
An asterisk follows results filed as active; ? = inconclusive; / = not tested or not shown; [ ] = remark or other dose. Unless noted, the call rests on the fitted dose curve; in most records, active means well fitted curve in the direction sought with a large enough effect; inconclusive means small, poorly fitted or top-dose-only effect, or another doubt; inactive means no such curve, though single readings can be large; an effect the other way counts as inactive or inconclusive. Not all compounds are listed; count on the stated rates, not on these rows.

mol,D2 potentiator,D1 ag,D1 potentiator,TRHR PAM,TRHR agonist,RXFP1 agonist,Anesthetic bind,D1 antag,RXFP1 antag
O=C1/C(=C/c2cccnc2)SC(=S)N1C1CCS(=O)(=O)C1 (configuration not stated),6,2,-8,1,-0.7,2.2%,-8%,-7,6
C=CCOc1ccc(Oc2cc(C)nc(SC)n2)nn1,-5,1,4,-1,0.2,2.6%,6%,10,3
COc1ccc(-c2ccc(C#N)c(SCC(=O)Nc3sc4c(c3C#N)CCC4)n2)cc1OC,-5,3,0,0,2.7,4.4%,-20%,5,4
O=C(CCN1C(=O)C2C3C=CC(C4CC34)C2C1=O)Nc1ccc(Cl)cc1O (configuration not stated),-19,0,-14,-24,-0.3,-0.3%,-19%,-4,-16
COc1ccc(C(=O)n2nc(C)cc2Nc2ccccc2)cc1,-4,2,-4,4,0.1,-1.0%,?,-10,-7
COc1ccccc1NC(=O)c1sc2nc(Cc3ccccc3)cc(C(F)(F)F)c2c1N,7,5,-2,7,3.5,6.2%,-6%,-5,7
COc1cc(NC(=O)Cn2c(=O)ccc3cc(S(=O)(=O)N4CCCC4)ccc32)cc(OC)c1,-4,1,-1,-2,0.8,2.7%,8%,7,/
O=C(O)C1C2CCC(C2)C1C(=O)Nc1cc(F)ccc1F (configuration not stated),2,2,2,1,0.2,-0.3%,?,2,-10
Cc1nn(Cc2ccc([N+](=O)[O-])cc2)c(=O)n1-c1c(F)cccc1F,-1,1,-3,-4,0.4,-0.2%,-4%,-4,13
Cc1cccc(N2CCN(C(=O)c3ccccc3NC(=O)C3CC=CCC3C(=O)O)CC2)c1 (configuration not stated),10,2,1,-6,0.4,0.3%,-12%,-1,-7

Remaining list, next part.
mol,D2 potentiator,D1 ag,D1 potentiator,TRHR PAM,TRHR agonist,RXFP1 agonist,Anesthetic bind,D1 antag,RXFP1 antag
CCOC(=O)C1CCCN(Cc2c(C(=O)N3CCCCC3)nc3c(C)cccn23)C1 (configuration not stated),-8,2,-2,-2,0.3,-1.5%,-4%,11,2
CCCc1cc(C(=O)OCC(=O)N(CCC)c2c(N)n(Cc3ccccc3)c(=O)[nH]c2=O)sc1C,11,24,40*,3,0.2,2.7%,/,61,-18
CSc1ccc(/C=N/Nc2nc(C)cc(C)n2)cc1,-8,0,0,-3,-0.1,1.0%,-4%,0,-18
C=CCn1c(C)nnc1SCC(=O)Nc1oc(C)c2c(C)n[nH]c(=O)c12,11,0,1,19,-1.2,-0.8%,/,2,5
CCOC(=O)N1CCN(C(=O)CSc2nc(=O)n3cc(C)ccc3n2)CC1,25,2,3,8,-0.8,22%,/,19,-9
CCN(CC)CCNC(=O)c1cc2c(s1)-c1ccccc1SC2,-14,13,-8,-1,0.8,7.8%,309%[activator],-19,4
CC(C)(COC(=O)Nc1ccccc1)COC(=O)Nc1ccccc1,4,10,-3,-11,-0.8,-0.2%,6%,-4,-2
Cc1ccc(NC(=O)CN(C)C(=O)c2cccc(S(=O)(=O)NCc3cccs3)c2)cc1,-19,5,-5,3,0.2,-0.6%,/,-8,12
COCCN(CCOC)C(=S)Nc1ccccc1,4,2,-7,0,-0.7,1.9%,-3%,-20,20
COc1ccc([N+](=O)[O-])cc1NC(=O)CCC(=O)c1cccs1,4,1,-7,-6,-0.3,1.7%,-19%,-29,-25

Next structures follow.
mol,D2 potentiator,D1 ag,D1 potentiator,TRHR PAM,TRHR agonist,RXFP1 agonist,Anesthetic bind,D1 antag,RXFP1 antag
N#Cc1c(N2C(=O)Nc3ccccc3N2O)sc2c1CCCC2,1,1,2,8,-0.2,3.4%,-10%,-1,-5
CC1CC(C)CN(CC(=O)Nc2ccc(S(N)(=O)=O)cc2)C1 (configuration not stated),3,-3,2,-1,0.2,2.6%,4%,5,-6
CSCCCNC(=S)N1CCc2ccccc2C1,-15,6,0,-4,-0.1,-1.6%,-10%,-17,13
CCc1ccc(N2CC(C(=O)OCC(=O)c3c(N)n(CC(C)C)c(=O)n(C)c3=O)CC2=O)cc1 (configuration not stated),-4,1,-1,5,0.1,-0.2%,/,-13,-12
CCOc1ccccc1NC(=O)CSc1nnc2[nH]c(=O)cc(-c3ccccc3)n12,12,-4,3,14,-1.1,4.9%,49%[activator],/,-9
c1ccc(Nc2nc(N3CCCCC3)nc(N3CCNCC3)n2)cc1,5,42*,4,3,-0.5,-0.3%,-8%,38,5
O=c1[nH]c2c(s1)C(c1ccc(O)cc1)C1C3CCC(C3)C1S2 (configuration not stated),12,0,12,-9,-0.1,0.3%,?,3,/
COc1ccc(OC)c(NC(=O)C2CCCN(S(=O)(=O)c3ccc(-n4cnnn4)cc3)C2)c1 (configuration not stated),/,1,2,2,0.5,-0.3%,-7%,6,-15
Cc1ccc(NC(=O)Nc2cc(S(C)(=O)=O)ccc2Cl)cc1,-20,3,-3,-3,-0.6,4.8%,-9%,-38*,-12
Cc1ccc(C)c(S(=O)(=O)Nc2ccccc2C(=O)Nc2cc(C)on2)c1,12,17,-6,5,0.0,2.9%,-14%,-28,-8

2 entries from above, reformatted.
Compound: c1ccc(Nc2nc(N3CCCCC3)nc(N3CCNCC3)n2)cc1
- D2 potentiator: 5
- D1 ag: 42*
- D1 potentiator: 4
- TRHR PAM: 3
- TRHR agonist: -0.5
- RXFP1 agonist: -0.3%
- Anesthetic bind: -8%
- D1 antag: 38
- RXFP1 antag: 5
Compound: O=c1[nH]c2c(s1)C(c1ccc(O)cc1)C1C3CCC(C3)C1S2 (configuration not stated)
- D2 potentiator: 12
- D1 ag: 0
- D1 potentiator: 12
- TRHR PAM: -9
- TRHR agonist: -0.1
- RXFP1 agonist: 0.3%
- Anesthetic bind: ?
- D1 antag: 3
- RXFP1 antag: /

The list goes on.
mol,D2 potentiator,D1 ag,D1 potentiator,TRHR PAM,TRHR agonist,RXFP1 agonist,Anesthetic bind,D1 antag,RXFP1 antag
Cc1ccc(C2(C)NC(=O)N(CC(=O)N(Cc3ccccc3)C(C)(C)C)C2=O)cc1 (configuration not stated),13,2,8,-10,1.2,0.4%,-15%,-1,-11
CCCCCCn1c(=O)c(Cc2ccccc2)c(O)c2ccccc21,4,-1,-6,-14,-1.4,5.1%,-4%,10,6
COc1ccc(N(C)C(=O)Nc2ccc3c(c2)nnn3C)cc1,-3,3,1,-3,0.4,2.0%,-6%,5,4
Cc1ccc(NC(=O)CCCc2ccccc2)c([N+](=O)[O-])c1,-2,2,0,-4,-0.7,0.3%,?,-48*,-4
CN1CCc2c(sc(NC(=O)CS(=O)(=O)c3ccccc3)c2C(N)=O)C1,-7,1,0,-2,0.2,0.0%,/,-15,-63*
O=C(Cc1ccc2c(c1)OCCO2)N1CCN(S(=O)(=O)c2cccs2)CC1,17,15,-12,-3,-0.1,-0.2%,-14%,-35*,4
C=C1CCC[C@]2(C)C[C@H]3OC(=O)C(CNCC(C)C)[C@H]3CC12 (some centres not stated),6,0,-4,0,0.2,0.0%,4%,16,-12
O=C(Nc1ccc(F)c(F)c1)C(c1ccccc1)N1Cc2ccccc2C1=O (configuration not stated),3,3,-1,5,2.8,3.4%,0%,0,-18
O=C(CN1C(=O)NC2(CCc3ccccc3C2)C1=O)NCc1ccco1 (configuration not stated),14,0,-2,-1,0.1,1.7%,-5%,10,3
O=P(O)(CCCCP(=O)(O)CCc1ccccc1)CCc1ccccc1,-3,2,0,0,0.7,-0.3%,-4%,-6,/

The results go on.
mol,D2 potentiator,D1 ag,D1 potentiator,TRHR PAM,TRHR agonist,RXFP1 agonist,Anesthetic bind,D1 antag,RXFP1 antag
COc1ccc(S(=O)(=O)NCCc2ccco2)cc1OC,16,-2,4,12,0.0,-0.5%,-18%,13,-6
COc1ccc(CNC(=O)[C@@H](NC(=O)C2CCN(C(=O)[C@@H](N)CC(C)C)CC2)C(C)C)cc1,19,0,-1,1,0.1,2.4%,-3%,-25,/
C=C(C)Cn1c(N2CC(C)CC(C)C2)nc2c1c(=O)[nH]c(=O)n2C (configuration not stated),-4,4,-4,-6,-0.4,-1.0%,-14%,-2,/
COc1ccc(N(C(=O)c2cccnc2)S(=O)(=O)c2ccc(OC)c(OC)c2)cc1,-18,3,-13,0,-0.1,6.2%,-7%,18,-7
CCOC(=O)C(NC(=O)CC)(Nc1ccccc1OC)C(F)(F)F (configuration not stated),2,0,-2,-4,0.1,0.8%,-19%,-2,2
Cc1cccc(Nc2c([N+](=O)[O-])ccc3nonc23)c1,-5,2,-3,14,-1.2,3.8%,2%,14,4
Cc1cc(C(=O)N2CCc3ccccc32)n(-c2ccccc2)n1,5,-1,-5,-1,-0.1,0.2%,-6%,10,/
O=C(Nc1nnc(-c2cccnc2)o1)c1ccccc1Cl,12,5,0,-1,0.4,3.0%,-8%,-5,0
Cc1ccc2c(c1)N(C(=O)CCC(=O)NCc1ccccc1F)CC(C)O2 (configuration not stated),11,1,-2,4,-0.8,-1.7%,5%,-23,-9
Cc1nn(CCC(=O)NCc2cccc(Br)c2)c(=O)c2nn(-c3ccccc3)c(C)c12,-5,6,0,1,-0.6,0.6%,10%,10,-26

(list continues)
mol,D2 potentiator,D1 ag,D1 potentiator,TRHR PAM,TRHR agonist,RXFP1 agonist,Anesthetic bind,D1 antag,RXFP1 antag
Cc1cc(C)cc(N2CC(c3nc4ccccc4n3C)CC2=O)c1 (configuration not stated),3,4,-10,4,-0.3,-0.2%,-5%,-4,0
Cc1cc(C)nc(SCCC(=O)Nc2cccc3ccccc23)n1,-3,-1,-3,1,-0.4,1.8%,-11%,-3,3
Cn1nccc1C(=O)Nc1nnc(C2CC2)s1,-13,2,-5,-6,0.7,3.1%,-2%,-6,-3
Cc1ccc(S(=O)(=O)CCC(=O)OCC(=O)N2CCN(S(=O)(=O)c3ccccc3)CC2)cc1,1,1,-2,-14,-0.1,0.5%,/,-7,-12
COc1ccc(CNC(=O)[C@@H](NC(=O)C2CCN(C(=O)[C@@H](N)Cc3ccccc3)CC2)C(C)C)cc1,-10,8,7,1,0.3,-1.0%,-5%,3,/
COc1ccc(CNC(=O)CN(Cc2ccc(F)cc2)C(=O)CCC(=O)Nc2nccs2)cc1,-7,2,-3,3,0.0,0.8%,-14%,8,13

Source: PubChem
